Compound activity from PubChem BioAssay.
AID2073: inhibitors of Mint1-CaV2.2 protein interaction, biochemical, HTRF (AID 2073); inhibition, % at 20 µM, or IC50 in µM where a hit was titrated; Voltage-dependent N-type calcium channel subunit alpha-1B (Homo sapiens); 0.19% of 290,000 active; HTRF protein-protein interaction, Mint1-CaV2.2; higher % means a stronger effect; in the data active = inhibition mostly above about 51%, no sharp cut-off; also: some results filed as inactive read as strong as hits
KOR beta-arrestin-1: KOR agonists, beta-arrestin recruitment, primary screen, cell-based, luminescence, uHTS (AID 1777); Kappa-type opioid receptor (Homo sapiens); KOR beta-arrestin recruitment, luminescence; higher % means a stronger effect; one-dose activation, % at 10 µM; EC50 in µM for titrated hits; 0.02% of 280,000 active; in the data active = activation above about 50%, passing the limit was not always enough; also: a part of the inactive calls stands beside numbers as strong as those of hits
NOD1 inhibition: NOD1 signaling inhibitors, primary screen, cell-based, luminescence, uHTS (AID 1578) | NOD1-driven NF-kB luciferase reporter cells, luminescence; higher % means a stronger effect | inhibition, % at 4 µM; hits with a dose series show EC50 in µM | 1% of 290,000 active; in the data active = inhibition mostly above about 36%, no sharp cut-off; inactive = mostly below about 34%;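 also: HEK-293T reporter cells stimulated with the NOD1 agonist gamma-tri-DAP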
Dengue-2 NS5 capping: Dengue-2 NS5 methyltransferase inhibitors, primary screen, biochemical, confirmation dose response (AID 588689). inhibition, % at 25 µM; hits with a dose series show IC50 in µM. 0.3% of 340,000 active. Dengue-2 NS5 methyltransferase capping enzyme assay, biochemical; higher % means a stronger effect; in the data active = a potency from the dose series
Yfh1-off respiration: enhancers of respiration in Yfh1-depleted yeast, dose response, Friedreich's ataxia, plus single-dose screen (AID 1465); S. cerevisiae Yfh1-off respiration, WST-1 reduction, 72 h; higher fold induction means a stronger effect; one-dose fold induction at 50 µM; EC50 in µM for titrated hits; 0.074% of 220,000 active;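 active = fold induction of absorbance versus untreated yeast above a set limit, then at least 30% activation at any dose in follow-up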;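 also: activators that raise dye reduction in frataxin-depleted yeast; strong numbers were not always called active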
NOD2 inhibition: NOD2 signaling inhibitors, cell-based, luminescence, uHTS, HEK293 (AID 1566); 0.63% of 290,000 active; HEK293 NOD2/NF-kB luciferase reporter, luminescence; higher % means a stronger effect; inhibition, % at 4 µM; hits with a dose series show EC50 in µM; also: many of its hits are not listed in these tables
KOR beta-arrestin-2: KOR antagonists, beta-arrestin recruitment, cell-based, luminescence, uHTS (AID 1778) | Kappa-type opioid receptor (Homo sapiens) | KOR beta-arrestin recruitment, luminescence, antagonist mode; higher % means a stronger effect | inhibition, % at 10 µM; hits with a dose series show IC50 in µM | 0.091% of 290,000 active; also: strong numbers were not always called active
HIV peptide binding: inhibitors of HIV fusion peptide binding, primary screen, biochemical, uHTS, fluorescence dequenching (AID 1986); cell-free peptide binding, fluorescence dequenching, 30 min; higher % means a stronger effect; inhibition, % at 20 µM, or IC50 in µM where a hit was titrated; 0.3% of 290,000 active; in the data active = inhibition mostly above about 52%, no sharp cut-off; inactive = mostly below about 76%; also: some results filed as inactive read as strong as hits
West Nile virus CPE: West Nile virus antiviral activity, cell-based, CPE readout (AID 1621) | West Nile virus-infected cells, CPE inhibition; higher % means a stronger effect | one-dose CPE inhibition, % at 10 µM; IC50 in µM for titrated hits | 0.02% of 290,000 active; in the data active = a potency from the dose series; also: strong numbers were not always called active
Dengue-2 NS5 capping pilot replicate: also measured in Dengue-2 NS5 capping; calls as there; inhibition, %; measured here: pilot screen replicate inhibition
Active calls of the source: *; i = inactive; · = not tested or not shown; [ ] = dose if it differs, or a comment. Rule as the data show it, unless noted: active = inhibition above about 50%; inactive = the rest. An excerpt; rates above refer to the full screens.

SMILES	AID2073	KOR beta-arrestin-1	NOD1 inhibition	Dengue-2 NS5 capping	Yfh1-off respiration	NOD2 inhibition	KOR beta-arrestin-2	HIV peptide binding	West Nile virus CPE	others
Cc1noc(C)c1S(=O)(=O)N1CCCCC1	-7%	7.0%	-15%	-3%	i	8%	13%	-0.7%	0.0%
C/C(=N\NC(=S)Nc1c(C)cccc1C)c1ccc(OC(F)F)cc1	-20%	-0.4%	-13%	0%	i	-12%	9%	-3.7%	-1.6%
Cc1cc(C(=O)NCc2cccs2)c(C)o1	13%	0.7%	-9%	0%	i	11%	-1%	6.5%	-0.5%
CCSc1ccccc1C(=O)Nc1cc(C)on1	5%	-1.4%	-26%	0%	i	-5%	12%	-0.7%	-0.2%
COc1ccc(C)cc1S(=O)(=O)N(C)CC(=O)NCc1ccco1	0%	-1.2%	-19%	-1%	i	19%	43%	8.3%	-0.1%
NC(=O)c1cc([N+](=O)[O-])ccc1N1CCCCC1	-13%	13%	10%	1%	i	19%	-30%	-1.5%	-0.9%
Oc1ccc(Cl)cc1C1=NCCNC(C(F)(F)C(F)F)=C1	0%	-2.8%	36%	-3%	i	7%	-20%	-1.2%	1.4%
CN(C)c1cc[n+](CC(=O)Nc2ccc(Oc3ccccc3)cc2)cc1	8%	0.0%	14%	0%	i	34%	5%	-0.4%	1.4%
C[C@]12C(=O)N(c3cccc(F)c3)C(=O)N1[C@@H]1c3ccccc3OC[C@@H]1[C@H]2c1ccccc1	9%	8.0%	-6%	6%	·	11%	-17%[20 µM]	1.4%	-1.2%
NC(N)=NS(=O)(=O)c1ccc(NC(=S)NC(=O)/C=C/c2ccco2)cc1	21%	1.2%	-24%	-1%	i	8%	28%	51%	0.1%
O=C(Nc1ccccc1Sc1ccccc1)C1CCCO1 (configuration not stated)	-12%	-0.1%	-4%	-5%	i	3%	-16%	-0.1%	1.4%
Cc1ccc(C(=O)Nc2nnn(C)n2)cc1	-1%	13%	-22%	-7%	i	-22%	-25%	0.4%	0.5%

By substructure: those above containing a carbonyl joined to an NH by a bond outside any ring (eight)
SMILES	AID2073	KOR beta-arrestin-1	NOD1 inhibition	Dengue-2 NS5 capping	Yfh1-off respiration	NOD2 inhibition	KOR beta-arrestin-2	HIV peptide binding	West Nile virus CPE	others
Cc1cc(C(=O)NCc2cccs2)c(C)o1	13%	0.7%	-9%	0%	i	11%	-1%	6.5%	-0.5%
CCSc1ccccc1C(=O)Nc1cc(C)on1	5%	-1.4%	-26%	0%	i	-5%	12%	-0.7%	-0.2%
COc1ccc(C)cc1S(=O)(=O)N(C)CC(=O)NCc1ccco1	0%	-1.2%	-19%	-1%	i	19%	43%	8.3%	-0.1%
NC(=O)c1cc([N+](=O)[O-])ccc1N1CCCCC1	-13%	13%	10%	1%	i	19%	-30%	-1.5%	-0.9%
CN(C)c1cc[n+](CC(=O)Nc2ccc(Oc3ccccc3)cc2)cc1	8%	0.0%	14%	0%	i	34%	5%	-0.4%	1.4%
NC(N)=NS(=O)(=O)c1ccc(NC(=S)NC(=O)/C=C/c2ccco2)cc1	21%	1.2%	-24%	-1%	i	8%	28%	51%	0.1%
O=C(Nc1ccccc1Sc1ccccc1)C1CCCO1 (configuration not stated)	-12%	-0.1%	-4%	-5%	i	3%	-16%	-0.1%	1.4%
Cc1ccc(C(=O)Nc2nnn(C)n2)cc1	-1%	13%	-22%	-7%	i	-22%	-25%	0.4%	0.5%

(continued)
SMILES	AID2073	KOR beta-arrestin-1	NOD1 inhibition	Dengue-2 NS5 capping	Yfh1-off respiration	NOD2 inhibition	KOR beta-arrestin-2	HIV peptide binding	West Nile virus CPE	others
COc1ccc(C(=O)Nc2cc(C)ccc2NC(=O)COc2ccccc2)cc1	28%	-5.8%	-19%	6%	i	10%	20%	-1.1%	2.0%
CC1CC(=O)Nc2ccccc2N1C(=O)Nc1ccc(F)cc1 (configuration not stated)	2%	9.9%	0%	0%	i	-136%	16%	-2.6%	-0.6%
CCc1c(C)nc2cc(-c3cc(OC)cc(OC)c3)nn2c1N1CCCC1	8%	4.3%	-30%	-1%	i	-15%	-3%	-0.9%	-0.5%
CC1=C(C(=O)OCC2CCCO2)C(c2ccccc2)NC(=O)N1 (configuration not stated)	-1%	-3.4%	2%	-3%	i	-1%	-9%	-0.7%	-0.4%
Cc1oc2cc(Br)c(O)c(Br)c2c1-c1ccccc1	1%	-1.7%	-15%	6%	·	-126%	-110%	2.4%	-0.4%
O=C(O)C1Cc2ccccc2CN1C(=O)c1ccccc1Cl (configuration not stated)	-2%	0.2%	-3%	1%	i	-2%	16%	7.2%	0.9%
Clc1ccc(CONc2ncnc3nonc23)c(Cl)c1	29%	3.1%	-11%	-11%	i	-43%	-2%	1.2%	-1.2%
Cc1cc(-c2cc(-c3ccc(Cl)cc3)nc(N)c2C#N)co1	-2%	-0.3%	9%	-5%	·	14%	11%	34%	·
CCCC(=O)NC(=S)Nc1ccc(N2CCOCC2)c(Cl)c1	-15%	1.6%	-22%	1%	i	4%	18%	-2.2%	-1.5%
CCOC(=O)c1cccc(N2C(=O)C3C(C2=O)C2C=CC3C23CC3)c1 (configuration not stated)	-8%	3.3%	-14%	1%	i	-4%	-22%	-2.7%	0.7%
COc1ccccc1CNC(=O)COC(=O)C1=COCCO1	-5%	-5.2%	0%	-5%	i	20%	-23%	1.3%	0.1%
O=C(CN(C(=O)CNC(=O)c1cccs1)c1ccccc1F)NC1CCCCC1	-1%	4.4%	-24%	-7%	·	-2%	-12%	1.5%	-0.7%
COc1ccc(Br)cc1/C=N/NC(=O)c1ccco1	8%	1.5%	-30%	-9%	i	8%	16%	0.3%	-0.2%
CC(C)(C)N(CC#CCC(O)(c1ccccc1)C1CCCC1)CCO (configuration not stated)	7%	·	-26%	-4%	i	3%	-13%[20 µM]	-0.6%	-1.0%
O=C(CSCc1ccc(Br)cc1)NCCc1ccccc1	-7%	8.8%	-28%	-5%	·	-9%	-35%[20 µM]	0.0%	-0.6%
COc1ccc(NC(=O)Nc2cnccn2)c(OC)c1	2%	5.2%	-27%	-2%	·	-7%	-20%	0.9%	-0.4%
O=C(CO/N=C/c1ccc(OC(F)F)cc1)NC1CCCCC1	0%	-1.1%	-2%	-6%	i	7%	-9%	2.7%	-1.0%
COc1ccc2nc(NC(=O)c3ccc(Br)s3)sc2c1	29%	9.7%	-59%	-3%	i	-67%	-16%	-3.6%	-0.1%
COc1cc(NC(=O)C2CCCN2S(=O)(=O)c2ccc3c(c2)CC(C)N3C(C)=O)cc(OC)c1 (configuration not stated)	2%	1.0%	12%	-3%	·	25%	-8%	0.2%	-0.7%
O=C(CCn1c2c(c3ccccc31)CCCC2)NNC(=O)c1ccc(Cl)c([N+](=O)[O-])c1	5%	0.3%	-3%	5%	i	13%	-33%	0.3%	-0.3%
CC(C)CCCC(C)CCOC(=O)CN1CCCC1 (configuration not stated)	-1%	1.5%	5%	-1%	i	23%	-22%	2.4%	0.5%
O=C(O)C1Cc2ccccc2CN1S(=O)(=O)c1ccc(Cl)cc1 (configuration not stated)	13%	-3.0%	-22%	-7%	i	15%	9%	1.9%	0.7%
OC(CNCc1ccccc1)(c1ccc(F)cc1)c1ccc(F)cc1	23%	-4.9%	-23%	0%	i	4%	-6%	0.9%	-2.0%	Dengue-2 NS5 capping pilot replicate=2.4
Cn1c(=O)c2cc3ccc(Cl)cc3nc2n(C)c1=O	8%	4.7%	-9%	·	i	-9%	6%	-1.9%	-0.3%
Cc1ccccc1C(=O)Nc1ccnn1C1CCN(Cc2ccccn2)CC1	5%	-1.0%	-15%	-3%	·	-2%	-3%	1.8%	0.1%
COc1ccc(S(=O)(=O)N(CCc2ccccc2)CC(=O)N2CCOCC2)cc1	10%	-2.0%	36%	-7%	i	11%	-13%	3.0%	-0.7%
CC1=[N+](C)N(c2ccccc2)C(=O)C1N=Cc1ccccc1Cl (configuration not stated)	-2%	-4.5%	-8%	-9%	i	-1%	-4%	1.5%	0.1%
COc1ccc(N/N=C(/Oc2ccc([N+](=O)[O-])cc2)C(C)=O)cc1	0%	-7.3%	-7%	2%	i	16%	8%	1.5%	-0.4%
Cc1occc1C(=O)N/N=C/C(Br)=C\c1ccccc1	-5%	3.1%	-17%	-7%	i	-132%	-8%	-1.1%	1.1%
Cc1cccc2cc3c(NC(=O)C(C)(C)C)nn(CC(C)C)c3nc12	16%	2.8%	-7%	5%	·	10%	0%	1.4%	-1.2%
O=C(c1cc(COc2ccc(F)c(F)c2)on1)N1CCN(C/C=C/c2ccccc2)CC1	4%	7.1%	-12%	-1%	·	-4%	-53%	0.3%	-0.6%
Cc1cc(C)c(S(=O)(=O)c2ccc(C(C)(C)C)cc2)c(Cl)n1	12%	-5.3%	4%	3%	·	13%	10%	-0.3%	-1.2%
CC1CCCCN1CCCNC(=O)c1c(O)nc2ccccn2c1=O (configuration not stated)	17%	-0.2%	-13%	-3%	·	16%	-8%	-0.5%	-0.3%
CCC1Oc2ccc(C)cc2N(CC(=O)NCc2ccccc2OC)C1=O (configuration not stated)	10%	7.6%	21%	-8%	i	16%	-26%	-0.5%	-1.0%
O=C(Nc1ccc2ccccc2c1)N1CCN(c2ncccc2C(F)(F)F)CC1	-2%	-3.0%	-4%	1%	i	3%	23%	0.1%	1.4%
O=C(NCc1cccnc1)/C(=C/c1ccco1)NC(=O)c1ccccc1	-1%	2.3%	·	0%	i	0%	-24%	-0.8%	-0.1%
CCCC(=O)Nc1cccc(NC(=O)CN2CCN(c3ccccc3OC)CC2)c1	-7%	-2.2%	-7%	-4%	i	9%	-24%	-1.5%	-0.2%
O=C1Nc2cc(C(=O)NCC3CCCO3)ccc2S/C1=C/c1ccccc1F (configuration not stated)	-6%	-0.3%	-46%	7%	·	22%	-3%	4.0%	0.6%
Cc1ccc(S(=O)(=O)N2CC3(C)CN(S(=O)(=O)c4ccc(C)cc4)CC(C)(C2)C3)cc1	8%	-5.6%	-11%	-6%	i	5%	-12%	1.0%	0.0%
COCc1ccc(CN2CCC(C(=O)Nc3cccc(-c4cscn4)c3)CC2)o1	-3%	-3.8%	-4%	0%	·	7%	0%	-0.7%	-0.1%
Cc1cnc(NC(=O)CSc2nnc(Cc3ccccc3)n2C)s1	-3%	-3.9%	-19%	-2%	i	5%	27%	-2.2%	0.1%
